Screens (PubChem BioAssay)
RORgamma inh: inhibitors of mouse ROR gamma transcriptional activity; Drosophila S2 Gal4-RORgamma UAS-luciferase reporter, 20 h; P51450; Potency, µM (top dose mostly 53.6 µM), for the others: at the highest dose activity change, negative = inhibition, actives largely listed as inhibitors; hit rate 5.4% among 310,000; AID 2551; further: on the % scale 0 is the no-effect control and ±100 the full control effect; nearly all actives have a fitted effect of over 60% in size
Target sequence (P51450 whole entry, looked up, the tested form may be a part): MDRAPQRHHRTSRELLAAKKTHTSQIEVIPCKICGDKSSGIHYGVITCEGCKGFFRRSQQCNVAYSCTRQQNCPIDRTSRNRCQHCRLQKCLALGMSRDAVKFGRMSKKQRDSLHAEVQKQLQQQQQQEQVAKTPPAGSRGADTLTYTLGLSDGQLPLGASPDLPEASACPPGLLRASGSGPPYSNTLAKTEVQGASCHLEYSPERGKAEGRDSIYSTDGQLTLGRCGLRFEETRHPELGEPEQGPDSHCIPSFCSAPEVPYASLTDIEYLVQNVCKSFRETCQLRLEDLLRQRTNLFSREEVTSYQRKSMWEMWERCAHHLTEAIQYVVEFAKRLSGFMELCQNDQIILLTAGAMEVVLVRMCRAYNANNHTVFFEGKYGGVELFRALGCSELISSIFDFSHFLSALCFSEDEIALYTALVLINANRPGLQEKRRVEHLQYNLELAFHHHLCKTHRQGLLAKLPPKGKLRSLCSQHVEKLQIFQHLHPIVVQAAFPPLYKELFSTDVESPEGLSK
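Stably transfected Drosophila Schneider cells are the test system, with ROR gamma fused to Gal4 and luciferase under UAS control; luminescence is read after 20 hr of 700 uM copper sulfate induction at ambient temperature.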
uPA generation: inhibitors of cell surface uPA generation. Potency, µM (highest dose often 38.3 µM), for the others: at the top dose activity change, negative = inhibition, usual class: inhibitors. cell surface uPA generation assay, qHTS. hit rate 0.31% among 330,000; active means well fitted inhibition curve with a large enough effect; inconclusive means small, poorly fitted or top-dose-only effect; inactive means no such curve, though single readings can be large or run the other way; tested in mouse RAW 264.7 cells; further: on the % scale 0 is the no-effect control and ±100 the full control effect; nearly all actives have a fitted effect of over 55% in size
MLL CXXC-DNA inh: MLL CXXC-DNA interaction inhibition. Q03164. MLL-CXXC / FITC-HOXA9 DNA fluorescence polarization. Potency, µM (highest dose often 115 µM), for inactives: top-dose activity change, negative = inhibition, hits mostly inhibitors. hit rate 0.037% among 290,000; active means well fitted inhibition curve with a large enough effect in the polarisation, with a control signal flat, not every such curve was filed as active; inconclusive means small, poorly fitted or top-dose-only effect, or effect the other way, or a change in a side signal; inactive means no such curve, though single readings can be large or run the other way; the % refers to the polarisation
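Steps: dispense CXXC domain solution (7 uM) → pin compounds or unlabeled HOX-A9 DNA control → 5 min ambient → add FLSN-HOX-A9 solution (50 nM) → spin → 30 min ambient → fluorescence polarization. Tris pH 7.5/NaCl/DTT/BSA buffer.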
ELG1 genotoxic: genotoxicity induction in ELG1-luciferase HEK293T cells | hit rate 1.3% among 330,000 | HEK293T ELG1-luciferase reporter, luminescence, 16 h | Potency, µM (series often up to 46 µM), for inactives: at the top dose activity change, positive = activation, hits mostly activators; further: % of control where 0% means no effect; nearly all actives have a fitted effect of over 60% in size
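16 hr compound incubation (37 °C, 5% CO2) of HEK293T cells carrying luciferase-tagged ELG1; luciferase then measured by ONE-Glo luminescence after 30 min at RT.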
Rab9 promoter act: Rab9 promoter activation; Huh7 Rab9 promoter-luciferase reporter, luminescence, 24 h; Potency, µM (top dose mostly 9.22 µM), for the others: at the highest dose activation, negative = inhibition, usual class: activators; hit rate 2.8% among 320,000; AID 485297; further: % of control where 0% means no effect; nearly all actives have a fitted effect of over 60% in size
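Cells were plated at 1500 per well in reduced-serum medium with 10% FBS and left 2 h. Compound in DMSO was then added for 24 h at 37 °C. Reporter signal was read by luminescence after 10 min with luciferase detection reagent.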
FLuc modulator: inhibits or activates purified firefly luciferase, miR-21 counter-screen. P08659. purified FLuc, Km substrates, luminescence inhibition. Potency, µM (doses to about 57.5 µM), for inactives: at the top dose activity change, negative = inhibition, most hits filed as inhibitors. hit rate 6.9% among 360,000. AID 588342;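 further: plate controls were vehicle for no effect and reference inhibitor for full effect; nearly all actives have a fitted effect of over 55% in size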
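Purified P. pyralis luciferase, 10 nM final, with Km-level 10 uM D-luciferin and 10 uM ATP in 50 mM Tris acetate pH 7.5, 10 mM Mg acetate, 0.01% Tween-20, 0.05% BSA; 6-point qHTS titration about 60 µM downward; luminescence read.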
NPC1 prom act: activates the NPC1 promoter | hit rate 2.4% among 320,000 | AID 485313 | Potency, µM (doses to about 9.22 µM), for the others: top-dose activation, hits mostly activators | Huh7 NPC1 promoter luciferase reporter, 24 h;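 further: % of control where 0% means no effect; nearly all actives have a fitted effect of over 60% in size; reporter is driven by a mutant NPC1 promoter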
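Stable NPC1-promoter luciferase Huh7 line; cpd (DMSO) 24 h, 37 °C, 5% CO2; Amplite luciferase reagent 10 min RT; luminescence readout. qHTS format.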
BRCA1 expr act: activators of BRCA1 expression. MCF7-BRCA1-FFLuc reporter, luminescence, 48 h; response scale: scaled: vehicle 0%, 10 µM genistein 100%. Potency, µM (doses to about 46.1 µM), for the others: at the top dose activation, hits mostly activators. hit rate 1.1% among 380,000. AID 624202; further: nearly all actives have a fitted effect of over 80% in size; some results filed as inactive show a strong effect at the top dose
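MCF7-BRCA1-FFLuc, 2000 cells/well; 2 h attach, 37 °C/5% CO2; compound 48 h; luciferase substrate 15 min; luminescence end-point. Norm. to genistein 10 microM max activation and DMSO; concentration-response curves fitted.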
Gal4-VP16 FLuc: Gal4-VP16 reporter inhibition counter-screen; hit rate 3.5% among 310,000; Potency, µM (highest dose often 53.6 µM), inactives show at the top dose activity, negative = inhibition, actives largely listed as inhibitors; Drosophila S2 Gal4-VP16 UAS-luciferase, luminescence, 20 h;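 further: Gal4-VP16 expression switched on by copper sulfate through the metallothionein promoter; on the % scale 0 is the no-effect control and ±100 the full control effect; nearly all actives have a fitted effect of over 50% in size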
MBNL1 CUG block: MBNL1-poly(CUG) RNA binding inhibition; Q9NR56; TR-FRET MBNL1-His/biotin-(CUG)12 binding, 665/545 ratio; Potency, µM (top dose mostly 57.5 µM), without a hit: at the top dose activity change, negative = inhibition, hits mostly inhibitors; hit rate 0.036% among 280,000; AID 2675; active means well fitted inhibition curve with a large enough effect in the signal ratio, with a control signal flat, not every such curve was filed as active; inconclusive means small, poorly fitted or top-dose-only effect, or effect the other way, or a change in a side signal; inactive means no such curve, though single readings can be large or run the other way; the % refers to the signal ratio; further: on the % scale 0 is the no-effect control and ±100 the full control effect
Target sequence (Q9NR56 whole entry, looked up): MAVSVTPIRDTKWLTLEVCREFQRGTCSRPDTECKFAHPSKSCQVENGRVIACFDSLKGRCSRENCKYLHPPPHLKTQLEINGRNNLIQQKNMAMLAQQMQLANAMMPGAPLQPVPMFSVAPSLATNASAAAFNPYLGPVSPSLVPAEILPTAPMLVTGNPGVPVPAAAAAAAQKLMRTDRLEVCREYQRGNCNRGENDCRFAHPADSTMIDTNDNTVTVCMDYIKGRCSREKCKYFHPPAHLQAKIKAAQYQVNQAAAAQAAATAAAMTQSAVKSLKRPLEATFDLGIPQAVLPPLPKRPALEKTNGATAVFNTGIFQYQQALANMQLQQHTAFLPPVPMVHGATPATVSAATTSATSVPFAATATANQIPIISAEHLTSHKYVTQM
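Compounds (final 92 nM to 58 uM) are added to His-tagged MBNL1 and biotin-(CUG)12, then terbium anti-His antibody and streptavidin-XL665 (5 nM final). After 60 min at room temperature, the 665/545 nm ratio is read.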
p53 reactivator: re-activators of mutant p53. H1299 p53-A138V BP100-luciferase reporter, luminescence, 24 h. Potency, µM (doses to about 92.2 µM), for inactives: at the top dose activity change, positive = activation, usual class: activators. hit rate 0.063% among 320,000. AID 504706; further: % of control where 0% means no effect; nearly all actives have a fitted effect of over 45% in size
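p53-null H1299 cells stably carrying temperature-sensitive p53-A138V and a BP100-luciferase reporter were pinned with compounds (4-point, 1:5 series) and held 24 hrs at 37 deg C. Luminescence was read 10 min after detection reagent.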
Active calls of the source: *; ? = inconclusive; / = no result given; & = joins results of further samples; [ ] = remark or other dose. Unless noted, the call rests on the fitted dose curve; in most records, active means well fitted curve in the direction sought with a large enough effect; inconclusive means small, poorly fitted or top-dose-only effect, or another doubt; inactive means no such curve, though single readings can be large; an effect the other way counts as inactive or inconclusive. Potency means the concentration at half of the fitted maximal effect.

Fields: RORgamma inh	uPA generation	MLL CXXC-DNA inh	ELG1 genotoxic	Rab9 promoter act	FLuc modulator	NPC1 prom act	BRCA1 expr act	Gal4-VP16 FLuc	MBNL1 CUG block	p53 reactivator
- O=C(O)c1cccc(S(=O)(=O)N(Cc2ccccc2)c2ccccc2Cl)c1
  -3%	-1%	-11%	1%	-3%	1%	3%	9%	0%	2%	-1%
- Cc1c(Cl)cccc1NC(=O)CNC(=O)CCS(=O)(=O)c1ccc(F)cc1
  /	-17%	/	1%	0%	-1%	0%	2%	/	/	-4%
- Cc1ccc(C2(C)NC(=O)N(CC(=O)Nc3ccccc3N3CCCC3)C2=O)cc1 (stereo not drawn)
  /	5%	/	-1%	5%	4%	-13%	-3%	/	/	-4%
- COc1ccc(-n2c(-c3cc(-c4ccccc4)sc3N)n[nH]c2=S)cc1
  2.5µM*	-6%	-13%	3%	0%	0%	-3%	-28%	?	-7%	6%
- CC1CC(C)CN(CCCNC(=O)C2CCN(c3nnc(-n4cccc4)s3)CC2)C1 (stereo not drawn)
  -13%	8%	-2%	0%	10%	2%	3%	6%	2%	0%	-8%
- Cc1ccc(S(=O)(=O)N(C)C)cc1NC(=S)Nc1ccc2[nH]c(=O)[nH]c2c1
  10%	14%	0%	2%	-1%	6%	-7%	1%	-2%	-1%	3%
- O=C(COC(=O)C1CC(=O)N(Cc2ccccc2)C1)Nc1ccc2c(c1)OCO2 (stereo not drawn)
  -2%	0%	4%	-1%	0%	4%	-2%	1%	1%	6%	10%
- Cc1ccc(N=c2c([N+](=O)[O-])nn(-c3ccc4c(c3)OCCO4)n2O)cc1F
  -28%	-4%	1%	8%	-17%	-14%	-5%	-73%	-26%	21%	-10%
- Cc1cc(Oc2ccc(Br)cc2)nc(SCC(=O)c2ccccc2)n1
  14%	1%	1%	-2%	-4%	3%	-3%	-49%	-5%	5%	2%
- COc1cccc(NC(=O)CN(C)C(=O)c2cccc(S(=O)(=O)N3CCN(c4ccc(F)cc4)CC3)c2)c1
  /	?	/	-11%	-4%	-1%	-3%	-44%	/	/	-8%
- O=C(CSc1nc(Cc2ccccc2)nc2ccccc12)Nc1ccc2c(c1)OCCO2
  26%	-12%	-8%	-4%	-2%	1%	6%	-39%	2%	8%	18%
- Cc1ccccc1-n1c(=O)cc(N2CCN(Cc3ccccc3)CC2)[nH]c1=O
  19%	7%	-2%	-10%	1%	4%	5%	19%	-7%	-3%	9%
- COc1ccccc1NC(=S)NCC1CCC(CNC(=S)Nc2ccccc2OC)CC1 (stereo not drawn)
  -28%	4%	-5%	-2%	-8%	-1%	-2%	1%	-11%	-4%	0%
- O=C(CCn1nc(-c2ccc(Cl)cc2)ccc1=O)N1CCOCC1
  14%	1%	-3%	0%	-2%	0%	2%	0%	-10%	?	7%
- CCN(CC)CCNC(=O)c1cn(CC)c2cc(N3CCN(C)CC3)c(F)cc2c1=O
  9%	10%	-6%	0%	-6%	0%	1%	0%	-16%	-12%	-3%
- Cc1c(CCC(=O)O)c(=O)oc2c(C)c3occ(-c4ccc(Br)cc4)c3cc12
  30%	-4%	-26%	0%	-3%	?	3%	-22%	-2%	130%[activator]	-7%
- COC(=O)c1cc(C)nc2c1c(C)nn2-c1ccccc1
  /	1%	/	3%	11%	/	-11%	-13%	/	/	?
- CCNC(=S)N(CCCN(CC)CC)Cc1cc2cc3c(cc2[nH]c1=O)OCO3
  -14%	-9%	1%	4%	4%	4%	1%	-12%	-4%	-2%	11%
- COC(=O)/C(C(C)=O)=C(/C=C/C=C/N(C)C)N(C)C
  -17%	-2%	3%	2%	-3%	9%	-1%	8%	4%	-2%	3%
- CN(CC(CC(=O)Nc1nncs1)c1ccccc1)S(=O)(=O)c1ccc(Br)cc1 (stereo not drawn)
  19%	17%	0%	-5%	0%	-1%	2%	-17%	8%	-5%	-6%

A portion taken from the entries so far:
Fields: RORgamma inh	uPA generation	MLL CXXC-DNA inh	ELG1 genotoxic	Rab9 promoter act	FLuc modulator	NPC1 prom act	BRCA1 expr act	Gal4-VP16 FLuc	MBNL1 CUG block	p53 reactivator
- CCN(CC)CCNC(=O)c1cn(CC)c2cc(N3CCN(C)CC3)c(F)cc2c1=O
  9%	10%	-6%	0%	-6%	0%	1%	0%	-16%	-12%	-3%
- Cc1c(CCC(=O)O)c(=O)oc2c(C)c3occ(-c4ccc(Br)cc4)c3cc12
  30%	-4%	-26%	0%	-3%	?	3%	-22%	-2%	130%[activator]	-7%
- COC(=O)c1cc(C)nc2c1c(C)nn2-c1ccccc1
  /	1%	/	3%	11%	/	-11%	-13%	/	/	?
- CCNC(=S)N(CCCN(CC)CC)Cc1cc2cc3c(cc2[nH]c1=O)OCO3
  -14%	-9%	1%	4%	4%	4%	1%	-12%	-4%	-2%	11%
- COC(=O)/C(C(C)=O)=C(/C=C/C=C/N(C)C)N(C)C
  -17%	-2%	3%	2%	-3%	9%	-1%	8%	4%	-2%	3%
- CN(CC(CC(=O)Nc1nncs1)c1ccccc1)S(=O)(=O)c1ccc(Br)cc1 (stereo not drawn)
  19%	17%	0%	-5%	0%	-1%	2%	-17%	8%	-5%	-6%

Additional compounds:
smiles	RORgamma inh	uPA generation	MLL CXXC-DNA inh	ELG1 genotoxic	Rab9 promoter act	FLuc modulator	NPC1 prom act	BRCA1 expr act	Gal4-VP16 FLuc	MBNL1 CUG block	p53 reactivator
COc1ccc2c(c1)CCC1=C2NC(=S)NC1c1ccc(N(C)C)cc1 (stereo not drawn)	2.8µM*	-2%	5%	-2%	0%	-3%	-4%	-67%	3.5µM*	9%	-2%
O=C(Nc1nc2ccc([N+](=O)[O-])cc2s1)c1ccncc1	13%	0%	1%	1%	?	1.1µM*	1.4µM*	101%	-4%	9%	?
CCOc1ccc(-c2nc3ccccc3c(=O)o2)cc1	-39%	-8%	6%	?	1.4µM*	0.43µM*	3.5µM*	114%	?	-14%	8%
O=[n+]1cc(-c2ccc(Br)cc2)n([O-])c2c1CCC2	20%	0%	2%	-1%	-5%	-1%	1%	-5%	-13%	?	8%
Cc1ccc(NC(=O)CN2C(=O)NC3(CCC(C)CC3)C2=O)c(Cl)c1 (stereo not drawn)	-11%	/	-12%	1%	4%	0%	0%	-5%	3%	4%	-4%
CN(C)c1ccc(/C=C/c2nc3ccccc3s2)cc1	0.32µM*	-13%	22%	-4%	?	0.11µM*	0%	-82%&0%	4µM*	4%	-8%
CSCC[C@H](NC(=O)[C@H]1N2C(=O)c3ccccc3C2SC1(C)C)C(=O)NCc1ccncc1 (stereo partly drawn)	-11%	-20%	0%	-1%	6%	0%	-13%	8%	-1%	-5%	-5%
CC(C(=O)Nc1ccc(S(=O)(=O)N2CCCC2)cc1)N(C)Cc1ccc(F)cc1 (stereo not drawn)	/	-25%	/	-2%	-1%	/	-1%	-13%	/	/	-6%
CCOc1ccc(CCNC(=O)COC(=O)c2ccc3c(c2)OCCO3)cc1OCC	/	1%	/	-4%	2%	2%	-1%	-10%	/	/	1%
CCOC(CNC(=O)C(=O)NCC(c1ccco1)N1CCN(c2ccc(OC)cc2)CC1)OCC (stereo not drawn)	-15%	-3%	-8%	-3%	-3%	4%	0%	-7%	-10%	0%	13%
CC1(C)CC(=O)C=C(NCC(=O)O)C1	28%[10 µM]	1%	2%	4%	0%	5%	-3%	-4%	3%	8%	2%
CC1CCCCN1CCCNC(=O)CN1C(=O)c2cccnc2Oc2ccccc21 (stereo not drawn)	-4%	-1%	38%[activator]	3%	-3%	1%&0%	1%	-3%	0%	-2%	2%

A portion of the library; count on the stated rates, not on these rows.
